# HTR1E antagonist = 5-HT1E (human) receptor antagonism; P28566; hit rate 0.99% among 65,000; inhibition, % at 6 µM; AID 571; CHO 5-HT1E Ga15 NFAT-bla reporter, FRET, antagonist;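 active = inhibition above a set limit, the mean inhibition across every tested compound plus 3 SD, cut at about 29% in these data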;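 note: signal is the 460 over 535 nm emission ratio of beta-lactamase substrate; 0% = agonist plus DMSO wells and 100% = wells without agonist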
# Ecoli tolC = E. coli tolC mutant growth inhibition. E. coli BW25113 tolC mutant growth, OD615. growth inhibition, % at 10 µM (by protocol). hit rate 2.2% among 65,000. AID 573;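 active = growth inhibition at or above a cutoff equal to the mean over every tested compound plus 3 SD, cut at about 60% in these data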;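 note: growth measured after 20 h incubation at 37 °C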
#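 System: E. coli ΔtolC::kan strain BW25113; Buffer or medium: LB broth supplemented with 50 µg/mL kanamycin; Compound: 10 µM final, single dose; Incubation: bacterial growth with compound for 20 h at 37 °C; Signal: A615 absorbance measurement; Evaluation: growth inhibition in percent.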
# 5HT1E ag = agonists of human 5-HT1E serotonin receptor. CHO 5-HT1E Ga15 NFAT-bla reporter, FRET; 0% DMSO wells, 100% control agonist wells. hit rate 0.69% among 65,000. activation, % at 6 µM. P28566. AID 574;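 active = activation above a set limit, the screen-wide mean activation plus 3 SD, cut at about 8.5% in these data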;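 note: 100% = positive control agonist at 1 µM giving full maximal response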
# 5HT1a ag = agonists of human 5-HT1a serotonin receptor; P08908; CHO 5-HT1a Ga15 NFAT-bla reporter, FRET ratio; 0% basal, 100% maximal reference agonist; activation, % at 10 µM; hit rate 0.56% among 65,000; AID 567;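 active = activation above the screen-wide mean activation plus 3 SD, cut at about 19% in these data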;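 note: 0% = DMSO wells and 100% = 5-CT at EC100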
# Target sequence (P08908 whole entry, looked up): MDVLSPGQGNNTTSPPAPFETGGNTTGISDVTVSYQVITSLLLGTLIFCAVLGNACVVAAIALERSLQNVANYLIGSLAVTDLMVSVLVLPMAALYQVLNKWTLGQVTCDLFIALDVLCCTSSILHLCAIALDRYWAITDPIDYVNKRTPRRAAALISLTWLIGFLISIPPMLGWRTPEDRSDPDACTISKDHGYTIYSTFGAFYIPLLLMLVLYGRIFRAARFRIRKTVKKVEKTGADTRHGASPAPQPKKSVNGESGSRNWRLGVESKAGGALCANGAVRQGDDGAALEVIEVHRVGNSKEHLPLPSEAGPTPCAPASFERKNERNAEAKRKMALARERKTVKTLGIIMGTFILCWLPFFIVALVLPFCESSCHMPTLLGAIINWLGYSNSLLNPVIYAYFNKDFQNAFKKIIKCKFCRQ
# 5-HT1A blocker = blocks the human serotonin 5-HT1a receptor; P08908; CHO 5-HT1a Ga15 NFAT-bla reporter, antagonist mode; inhibition, % at 10 µM; hit rate 0.68% among 62,000;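 active = inhibition above the mean of all tested compounds plus 3 SD, cut at about 43% in these data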;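 note: receptor stimulated by 5-CT agonist at 100 nM near EC80; beta-lactamase reporter measured by ratiometric fluorescence of a cleavable substrate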
# SF-1 act = activates the human nuclear receptor SF-1 | CHO-K1 Gal4-SF-1 LBD luciferase reporter; % increase over DMSO SF-1-specific signal | activation, % at 10 µM | hit rate 1.9% among 65,000 | AID 522;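 active = activation above the mean activation of all tested compounds plus 3 SD, cut at about 50% in these data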
#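 Material: Gal4–SF-1 LBD one-hybrid luciferase reporter in CHO-K1 cells | Amount: 4,000 cells per well | Compound dosing: 10 µM single point, 1% DMSO | Schedule: 20 h compound treatment, 37 °C | Measured by: SteadyLite luciferase luminescence | Evaluation: Percent activation versus DMSO | Control set: DMSO-treated SF-1-transfected cells as negative, DMSO-treated mock-transfected cells lacking SF-1 as background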
# MMP13 inh = blocks human MMP13 activity. MMP-13 fTHP FRET cleavage, Mca fluorescence. AID 570. inhibition, % at 4 µM. P45452. hit rate 0.07% among 65,000;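 active = inhibition above the mean of compound-free control plate wells plus 3 SD, cut at about 14% in these data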;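 note: 0% = DMSO wells and 100% = wells with reference MMP-13 inhibitor after basal subtraction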
# RORA act = RORA (human) activation | AID 560 | CHO-K1 Gal4-RORA LBD luciferase reporter, luminescence; percent increase over mock-subtracted basal signal | hit rate 1.5% among 65,000 | activation, % at 10 µM | P35398;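 active = activation above the mean of all tested compounds plus 3 SD, cut at about 49% in these data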;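 note: 0% = DMSO-treated RORA cells and 100% = added signal equal to DMSO minus mock-transfected cells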
# Target sequence (P35398 whole entry, looked up, the tested form may be a part): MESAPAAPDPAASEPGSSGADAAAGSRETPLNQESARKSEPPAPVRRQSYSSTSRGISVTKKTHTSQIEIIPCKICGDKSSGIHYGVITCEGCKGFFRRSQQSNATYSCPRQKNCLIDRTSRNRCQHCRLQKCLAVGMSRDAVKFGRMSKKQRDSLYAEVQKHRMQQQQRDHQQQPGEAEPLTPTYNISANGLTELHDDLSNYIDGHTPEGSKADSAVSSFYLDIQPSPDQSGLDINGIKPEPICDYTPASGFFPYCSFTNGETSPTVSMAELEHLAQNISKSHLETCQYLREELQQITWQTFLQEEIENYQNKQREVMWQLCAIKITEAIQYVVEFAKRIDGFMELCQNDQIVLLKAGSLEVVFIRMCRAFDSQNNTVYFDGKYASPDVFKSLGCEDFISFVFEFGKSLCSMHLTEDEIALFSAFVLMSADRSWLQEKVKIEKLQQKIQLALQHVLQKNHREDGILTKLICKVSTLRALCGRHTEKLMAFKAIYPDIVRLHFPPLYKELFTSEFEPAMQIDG
# NADH coupling = inhibition of NAD/NADH coupling enzymes, library profiling; IC50, µM (series often up to 10 µM), inactives show at the highest dose inhibition; hit rate 0.02% among 65,000; coupled PK/LDH NADH assays, four targets;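 active = single-dose screening hits from any of four coupled enzyme assays that gave an IC50 when retested across doses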;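 note: the DPM-DC format reads NADH fluorescence rather than 340 nm absorbance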
# An asterisk follows results filed as active; . = no result given; [ ] = remark or other dose.
SMILES,HTR1E antagonist,Ecoli tolC,5HT1E ag,5HT1a ag,5-HT1A blocker,SF-1 act,MMP13 inh,RORA act,NADH coupling
Cc1ccc(N2CC(C(=O)N3CCN(c4ccccc4)CC3)CC2=O)cc1 (centres undefined),4,-20,-0.2,-4.5,-7,-4,3,1,4%
O=C(COC(=O)Cc1ccc(S(=O)(=O)N2CCCCC2)s1)Nc1ccc2c(c1)OCO2,3,4,0.1,-1.6,-5,4,0,-6,2%
CC(C)CN1C(=O)c2ccc(C(=O)Nc3ccccn3)cc2C1=O,1,10,-0.3,0.7,.,9,3,9,6%
O=C(CCN1C(=O)c2ccccc2C1=O)Nc1ccncc1,6,-11,-0.7,-2.9,-3,-24,5,-17,10%
CCCOC(=O)C1=C(C)NC2=C(C(=O)CC(C)(C)C2)C1c1ccc(N(C)C)cc1 (centres undefined),25,23,-0.8,-0.9,7,1,-5,1,1%
COc1ccc(-c2cc(C(F)(F)F)nc(SCCC(=O)Nc3cc(C)on3)n2)cc1,-4,-13,0.2,-3.8,-10,-14,-7,-16,21%
Cc1ccc(CNC(=O)C2c3ccccc3C(=O)N3CCc4ccccc4C23)o1 (centres undefined),7,9,-0.6,-3.0,21,-2,-4,-4,9%
O=C(NCC1CCCO1)c1csc2c1CCCCC2 (centres undefined),-7,2,0.3,-1.9,0,-5,-1,6,6%
COc1ccc(C(C)(C)C)cc1NC(=O)COC(=O)c1cnc(C)cn1,-8,-17,0.0,-0.1,-10,-17,-1,7,9%
COc1cc(CNCc2ccc(OC)c(OC)c2OC)cc(OC)c1,11,-2,-0.2,-0.5,12,-4,-1,6,17%
COc1ccc(C)cc1NC(=O)CN1CCN(S(=O)(=O)c2ccc(Br)cc2)CC1,6,-6,0.5,0.4,-5,6,-8,-10,6%
CCCOC(=O)c1ccc(Oc2c(-c3ccc(OCC)cc3O)n[nH]c2C)cc1,-5,26,-0.4,-5.8,19,-6,1,13,5%
CC1(C)CC(=O)c2sc(NS(=O)(=O)Cc3ccccc3)nc2C1,8,-7,-0.1,-2.4,-4,32,-4,-8,15%
Cc1onc(-c2ccccc2Cl)c1C(=O)Nc1c(C)n(C)n(-c2ccccc2)c1=O,-12,3,-0.1,-2.1,18,-9,4,-10,9%
CCOc1ccc(C(=O)NC2CCN(C(=O)NCc3ccccc3)CC2)cc1,-13,-17,-0.5,1.1,3,-10,1,4,4%
CC(C)C(c1nnnn1Cc1ccc(F)cc1)N1CCN(C2CCCCC2)CC1 (centres undefined),1,-3,0.3,-0.3,30,15,-4,-11,11%
O=C(CC(NS(=O)(=O)c1ccc(Cl)cc1)c1ccco1)NCc1cccnc1 (centres undefined),19,6,-0.5,-2.3,8,8,-2,-4,4%
Cc1cccc(NS(=O)(=O)c2cc(C(=O)OCC(=O)Nc3cc(C)on3)ccc2C)c1,11,2,-1.6,0.6,4,-30,-3,4,4%
C=CCN(CC(=O)NCc1ccccc1)C(=O)c1csnn1,13,-6,-1.2,-2.0,6,-4,-2,-13,4%
CC1Cc2ccccc2N1C(=O)CSc1nc2ccccc2n1CC(=O)N1CCOCC1 (centres undefined),-4,-1,-0.4,-0.5,1,-11,2,-14,3%
O=C(NCc1ccc(F)cc1)c1cc(S(=O)(=O)N2CCOCC2)ccc1F,1,6,0.5,-0.8,3,10,2,-1,3%
CCOC(=O)c1ccc(N2C(=O)C(O)=C(C(C)=O)C2c2ccc(O)c(OC)c2)cc1 (centres undefined),0,3,-0.5,-1.6,-6,-3,-2,20,4%
NS(=O)(=O)c1ccc(CCNC(=O)Nc2ccc(Cl)cc2)cc1,1,-8,-0.1,-0.5,-4,12,4,17,4%
COc1ccc(Cl)cc1NC(=O)CN(c1ccccc1)S(=O)(=O)N(C)C,-9,41,-0.1,5.8,16,-10,4,7,3%
CCCCn1c(CN2CCOCC2)nc2c1c(=O)n(C)c(=O)n2C,3,-6,1.5,0.2,2,-8,3,-7,1%
CCn1cc(C(=O)N2CCOCC2)c(=O)c2cc(S(=O)(=O)N(C)C)ccc21,4,-9,-0.8,-2.1,13,-1,4,10,3%
C=CCNc1oc(COc2ccc(C)cc2)nc1C#N,-9,10,0.6,0.1,-2,36,-3,3,3%
Cc1ccc(NC(=O)COc2ccc(/C(N)=N/O)cc2)cc1C,0,-9,0.5,0.1,12,-8,8,7,6%
COC(=O)c1c(NC(=O)CC2SCC(C(=O)OC)NC2=O)sc2c1CCCC2 (centres undefined),-5,9,-0.6,0.3,12,0,-13,52*,1%
CCOC(=O)c1c(-c2cccs2)csc1NC(=O)CN1CC(C)OC(C)C1 (centres undefined),21,68*,-0.3,-0.6,-16,-8,-1,-1,5%
COc1ccc(Cl)cc1NC(=O)c1ccco1,-6,-6,23*,-0.1,8,-17,-1,-7,5%
CCn1c(=NC(=O)c2ccc(N3C(=O)CCC3=O)cc2)sc2c(OC)ccc(OC)c21,31*,10,2.1,0.8,12,0,-2,10,13%
COc1ccc(CN2C(=O)NC3(CCCCCC3)C2=O)cc1F,2,-5,-0.1,-2.4,-3,16,3,-11,5%
Cc1cccc(NC(=O)c2sc(NC(=O)c3ccco3)c(C#N)c2C)c1C,1,5,0.3,-1.8,1,-9,0,-2,4%
Cc1ccc(C)c(-n2c(CNC(=O)c3ccco3)nnc2SCC(=O)N2CCc3ccccc32)c1,-5,-4,0.8,1.8,-4,1,-14,-2,4%
CC(C)(C)NC(=O)CN(Cc1cccs1)C(=O)c1csnn1,0,-16,-0.3,1.0,1,-6,-1,-1,3%
Cc1c(C(=O)OCCOC(C)C)[nH]c2c1C(=O)CC(c1ccco1)C2 (centres undefined),81*,3,-1.0,-2.8,63*,-40,1,-24,1%
Cc1cc(C)cc(N2CCCn3c2nc2c3c(=O)n(CCN3CCOCC3)c(=O)n2C)c1,5,-4,-0.5,0.2,-1,5,0,-2,4%
O=C(Nc1ccccc1C(=O)NC(Cc1c[nH]c2ccccc12)C(=O)O)c1ccco1 (centres undefined),-17,10,-1.4,-3.7,1,6,2,-4,8%
COc1ccc(Cn2nnnc2C(c2ccc(N(C)C)cc2)N2CCC(C)CC2)cc1 (centres undefined),10,10,1.4,2.6,44*,6,3,10,2%

# An excerpt of these results, with bars between the fields.
SMILES | HTR1E antagonist | Ecoli tolC | 5HT1E ag | 5HT1a ag | 5-HT1A blocker | SF-1 act | MMP13 inh | RORA act | NADH coupling
COc1ccc(CN2C(=O)NC3(CCCCCC3)C2=O)cc1F | 2 | -5 | -0.1 | -2.4 | -3 | 16 | 3 | -11 | 5%
Cc1cccc(NC(=O)c2sc(NC(=O)c3ccco3)c(C#N)c2C)c1C | 1 | 5 | 0.3 | -1.8 | 1 | -9 | 0 | -2 | 4%
Cc1ccc(C)c(-n2c(CNC(=O)c3ccco3)nnc2SCC(=O)N2CCc3ccccc32)c1 | -5 | -4 | 0.8 | 1.8 | -4 | 1 | -14 | -2 | 4%
CC(C)(C)NC(=O)CN(Cc1cccs1)C(=O)c1csnn1 | 0 | -16 | -0.3 | 1.0 | 1 | -6 | -1 | -1 | 3%

# Going on with the list:
SMILES,HTR1E antagonist,Ecoli tolC,5HT1E ag,5HT1a ag,5-HT1A blocker,SF-1 act,MMP13 inh,RORA act,NADH coupling
O=C(NCc1ccco1)C1CCN(C(=O)c2cc3sccc3n2Cc2ccc(F)cc2)CC1,4,36,0.0,-1.3,12,7,0,-9,3%
O=S(=O)(Cc1ccccc1)N1CCC(N2CCN(c3ccccc3)CC2)CC1,-10,-10,-0.6,-1.6,18,-25,1,-2,3%
CSc1ccccc1NC(=O)CN(Cc1ccc(Cl)cc1)S(C)(=O)=O,11,18,-0.9,-1.5,17,20,-5,13,5%
COc1ccc(S(=O)(=O)Nc2ccccc2C(=O)OC2CCCN(C)C2)cc1OC (centres undefined),-5,-9,0.6,-1.6,-8,-8,-3,11,5%
Cc1ccc(N)cc1-n1c(C)ccc1C,3,-6,-1.3,1.6,13,7,-2,17,6%
CCN(c1ccccc1)S(=O)(=O)c1ccc(F)cc1,6,14,0.1,-4.0,9,-27,0,-5,2%
Cc1c2c(nc3c(C(=O)NC4CCCCC4C)cnn13)CCCC2 (centres undefined),7,37,0.3,2.9,-5,-4,-39,-2,16%[fluoresces]
CC(C)Sc1nc(N2CCOCC2)c2c(c1C#N)CC(C)(C)SC2,12,39,0.8,2.3,-10,-5,-7,-17,7%
COc1ccccc1OCCCCCc1c(C)n[nH]c1C,-13,34,0.7,-1.1,1,-32,3,-6,0%
O=C(CN1C(=O)CSc2ccccc21)NCCC1=CCCCC1,-1,-3,-0.3,3.4,-2,4,1,0,10%
CN(C)c1ccc(-c2ccccc2)nn1,-2,-19,-0.2,1.1,3,26,2,56*,5%
COC(=O)c1cccc(NC(=O)CN2CCC(NC(=O)c3cc(OC)c(OC)c(OC)c3)CC2)c1,2,-2,0.6,3.6,-22,16,-14,17,4%
COc1ccc(S(=O)(=O)Nc2cc(C)ccn2)cc1OC,-2,-4,-0.7,-0.7,4,1,4,-13,3%
CCCc1ccc(OCC(=O)O)cc1,1,1,0.7,0.3,-3,-3,-3,25,1%
Cc1c(C(=O)NCc2ccccn2)oc2ccc(S(=O)(=O)N3CCOCC3)cc12,-1,4,-0.6,1.3,-11,9,3,1,4%
COc1cccc(C2(O)CCN(C(=O)c3cccs3)CC2)c1,-2,-8,0.0,-2.3,-7,-2,6,22,1%
COC(=O)c1[nH]c2ccc(C)cc2c1NC(=O)CN1CCCC(C)(C)C1,7,52,0.9,-1.9,10,-10,-43,-20,5%
COc1ccc(CNC(=O)c2noc3c2CCCC3)cc1,-5,2,0.4,-1.7,-3,42,-3,55*,2%
Cc1ccc(NC2c3ncccc3C(=O)N2C2CCCCC2)cc1 (centres undefined),-5,4,0.3,-1.6,-8,-1,6,-8,7%
O=C(c1cccs1)N1CCN(CCc2ccccc2)CC1,-7,-1,0.0,8.5,-6,3,-3,-18,5%
Cc1ccc2cc(C)c(SCC#N)nc2c1,9,9,-0.3,-2.3,17,-22,-3,-10,2%
Cn1c(CSCc2ccc(F)cc2)nnc1SCC(=O)Nc1nccs1,-3,-10,-0.3,0.8,-4,-10,-2,8,2%
Cc1ccc(S(=O)(=O)N(C)CC(=O)N2CCOCC2)cc1,-2,-7,0.3,0.7,-4,-3,-1,-8,0%
CCOc1ccccc1C1CC(=O)Nc2cc(OC)c(OC)c(OC)c21 (centres undefined),-5,-2,0.1,-0.5,-9,3,3,-6,9%
CCOC(=O)C1CCN(C(=O)Cn2cc(C(=O)c3ccco3)c3ccccc32)CC1,-6,-5,0.2,1.8,-10,-1,-1,1,8%
CCOc1ccccc1Nc1nnc(C)c(=O)[nH]1,-4,-5,1.6,0.2,-1,-3,6,-7,14%
COc1ccccc1-c1nnc2sc(-c3cnccn3)nn12,-9,11,0.1,-2.1,1,8,0,-6,5%
Cc1cc(C)c(NC(=O)CCCN2CCOCC2)c(C)c1,2,1,-0.2,-3.8,-17,-9,-1,-11,5%
Cc1ccc(NC(=O)CN(C)S(=O)(=O)c2cccs2)cc1F,-44,-2,0.4,0.9,-11,41,3,27,0%
CC(NCCC(c1ccccc1)c1ccccc1)c1ccccc1 (centres undefined),1,16,-0.6,-0.6,.,-11,1,-21,2%

# Assay outcomes (PubChem)
